# Screening results from PubChem.
# IL1B NFkB pot: enhances IL-1B driven NFkB nuclear translocation | HUVEC IL-1B NFkB p65 nuclear translocation imaging | hit rate 0.3% among 94,000 | activation, % at 2 µM;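 active means activation above 40%, about the mean plus 3 SD, also judged a hit on visual image review; inconclusive means activation above 40% but not a hit on visual review; inactive means activation not above 40% and no visual hit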;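 further: percent activation is computed from the nuclear over cytoplasmic p65 intensity ratio; values of inactives mirror those of a sister screen read the other way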
# PLAP inhibition: inhibition of human placental alkaline phosphatase – biochemical, luminescence, HTS (AID 690). purified PLAP, luminescent substrate; higher % means a stronger effect. one-dose inhibition, % at 20 µM; IC50 in µM for titrated hits. hit rate 0.08% among 96,000; in the data active means a potency from the dose series; inactive means the rest, 99 in 100 with inhibition below about 30%; further: strong numbers were not always called active
# NFkB transloc inh: blocks IL-1B driven NFkB nuclear translocation in HUVEC cells; HUVEC IL-1B NFkB p65 nuclear translocation imaging; inhibition, % at 2 µM; hit rate 0.43% among 94,000;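 active means inhibition above about 30% together with a positive call from visual inspection of the well image, limit read from the data; inconclusive means inhibition above a set limit but visual check negative; inactive means inhibition not above a set limit, visual check negative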;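 further: nuclear over cytoplasmic p65 intensity ratio measured by imaging; 0% = IL-1B stimulated DMSO wells and 100% = unstimulated DMSO wells; values of inactives mirror those of a sister screen read the other way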
# MRP resist rev: MRP-mediated drug resistance reversal; H69AR cells + 2 uM doxorubicin, CellTiter-Glo, 72 h; differential viability (reversal), % at 10 µM; hit rate 0.04% among 85,000; AID 602;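 active means viability drop by adding the cancer drug above about 55%, with treated viability meeting a 40% cutoff, limit read from the data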;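 further: viability without doxorubicin minus viability with 2 µM doxorubicin for each compound; larger differential means the compound sensitizes cells more to doxorubicin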
# Bcl-B displacement: displacers of TR3 peptide from Bcl-B, primary screen, selectivity assay for Bfl-1 inhibitor project, biochemical, fluorescence polarization; FP displacement of FITC-TR3 peptide from Bcl-B; higher % means a stronger effect; displacement, % at 20 µM; hits with a dose series show IC50 in µM; hit rate 0.11% among 96,000;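 active means displacement above 50% at 20 µM plus a fluorescence interference ratio under 1.5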;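 further: plate controls were wells without compound for no effect and wells lacking Bcl-B protein for full effect; a part of the inactive calls stands beside numbers as strong as those of hits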
# MRP resist rev cytotoxicity: recorded beside MRP resist rev, whose call it bears; viability, %; H69AR cells, CellTiter-Glo, 72 h; measured here: cytotoxicity without doxorubicin
# MRP resist rev with doxorubicin: further read-out of MRP resist rev, marked with its call; viability, %; measured here: viability with 2 uM doxorubicin; stronger effect = lower value
# NFkB transloc inh cell count 2 µM: second read-out of NFkB transloc inh, no call of its own (marks repeat the call); cell count; measured here: cells passing quality filter;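 raw number of nuclei counted in each imaged well without normalization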
# IL1B NFkB pot cell count 2 µM: also measured in IL1B NFkB pot; calls as there; cell count; measured here: cells passing quality filter
# * hit, by the source's call; ? = inconclusive; nt = no result given.
cpd	Molecule	IL1B NFkB pot	IL1B NFkB pot cell count 2 µM	PLAP inhibition	NFkB transloc inh	NFkB transloc inh cell count 2 µM	MRP resist rev	MRP resist rev cytotoxicity	MRP resist rev with doxorubicin	Bcl-B displacement
1	c1cncc(-c2nc3ccccc3o2)c1	12	115	-9%	-12	115	13	109	96	-28%
2	Cc1nn(C)c(C)c1CN(C)C(=O)C1c2ccccc2Oc2ccccc21	-3	117	nt	3	117	0	78	78	nt
3	Oc1ccc2oc3c(c2c1/C=N/n1cnnc1)CCCC3	16	175	8%	-16	175	-23	75	98	4%
4	Cc1cc(C)nc(SCC(=O)Nc2ncc3c(n2)CC(C)(C)CC3=O)n1	-16	161	10%	16	161	-6	72	79	6%
5	COc1cc(-c2nn3c(-c4ccccn4)nnc3s2)cc(OC)c1OC	nt	nt	22%	nt	nt	5	78	73	-6%
6	CCOC(=O)Cc1csc(SCC(=O)Nc2cccc(Cl)c2)n1	14	137	4%	-14	137	2	89	88	-14%
7	Cc1cc(C)cc(N(C(=O)Cc2cccs2)C(C(=O)NC2CCCC2)c2ccc(C)o2)c1 (stereo not drawn)	8	141	4%	-8	141	nt	nt	nt	-1%
8	CC(Sc1nc2ccccc2n1C)C(=O)NC(c1ccccc1)c1ccccc1 (stereo not drawn)	18	147	nt	-18	147	9	84	75	nt
9	Cc1c(CCOC(=O)CC23CC4CC(CC(C4)C2)C3)sc[n+]1Cc1ccccc1	-3	216	-38%	3	216	nt	nt	nt	-4%
10	O=C(c1ccccn1)N(Cc1ccco1)C1(C(=O)NC2CCCC2)CCCCC1	24	160	-40%	-24	160	2	91	90	0%
11	Cc1ccc(CSc2nc3c(c(=O)[nH]c(=O)n3C)n2CCC(C)C)cc1	5	52	-33%	-5	52	-10	44	54	-7%
12	COC(=O)CCC(=O)NNC(=O)c1ccc(Cl)cc1Cl	1	123	-9%	-1	123	nt	nt	nt	-11%
13	COc1ccc(-n2nc3c(c2NC(=O)c2c(F)cccc2Cl)CS(=O)C3)cc1 (stereo not drawn)	-13	181	5%	13	181	-7	95	102	-4%
14	Cc1cccc(OCCNc2nc3c(c(=O)n(C)c(=O)n3C)n2C)c1	-3	99	-11%	3	99	12	95	83	2%
15	CCOC(=O)c1c(NC(=O)CCN2CCOCC2)sc2c1CC(C)(C)OC2	nt	nt	-48%	nt	nt	-23	59	82	4%
16	CCOC(=O)Nc1ccc2c(c1)N(C(=O)OC)c1ccccc1CC2	10	172	-18%	-10	172	nt	nt	nt	-8%
17	CC1(C)CC(=O)C2=C(C1)Oc1ncn(CCCO)c(=N)c1C2c1ccccc1 (stereo not drawn)	-6	148	-55%	6	148	26	99	73	4%
18	CCOC(=O)C1=C(C)N=C2SCCC(=O)N2C1c1ccc(C(=O)OC)cc1 (stereo not drawn)	2	93	-33%	-2	93	4	98	94	-1%
19	CC(=O)Nc1ccc(-n2cnnn2)cc1	36	161	nt	-36	161	-20	73	94	nt
20	CCN(CCCNC(=O)CCNC(=O)Cn1cnc2ccccc2c1=O)c1ccccc1	1	137	-32%	-1	137	-4	90	94	-16%
21	Cc1ccc(C(=O)NCCSc2snnc2C)cc1	5	149	4%	-5	149	nt	nt	nt	-2%
22	CCn1c(SCC(=O)N2CCCCC2)nc2c(c1=O)SC(C)C2 (stereo not drawn)	-12	179	-11%	12	179	8	62	55	3%
23	Cc1noc(C)c1CSc1nnnn1-c1ccc(Cl)cc1	5	203	-38%	-5	203	7	83	75	4%
24	CCn1cc(C(=O)Nn2cnnc2)c(=O)c2ccc(C)nc21	nt	nt	nt	nt	nt	8	95	86	7%
25	O=C(CN1CCOCC1)Nc1cc(Cl)ccc1Cl	7	140	-18%	-8	140	12	93	82	15%
26	CCCN1CC=C2C(C#N)=C(N)C(C#N)(C#N)C(c3cc(OC)ccc3OC)C2C1 (stereo not drawn)	-4	92	-67%	4	92	14	32	17	-31%
27	Nc1sc2c(c1C(=O)NC1CCS(=O)(=O)C1)CCCC2 (stereo not drawn)	-10	51	-39%	10	51	1	101	100	-1%
28	C=CCc1c(C)nc(C)nc1N/N=C/c1ccc([N+](=O)[O-])cc1	0	135	-33%	0	135	13	78	65	5%
29	CC(C)N(Cc1nc(-c2ccccc2)no1)S(=O)(=O)c1ccccc1	0	69	24%	0	69	9	89	81	-7%
30	CCC(C)N(C(=O)Cn1nnc2ccccc21)C(C(=O)NCc1ccco1)c1cccc(OC)c1 (stereo not drawn)	nt	nt	-43%	nt	nt	-15	87	102	-1%
31	CCNc1nc(NCC)nc(C(=O)Nc2ccccc2)n1	-7	158	-23%	8	158	-1	96	96	6%
32	Cn1cc(C(c2ccccn2)c2cn(C)c3ccccc23)c2ccccc21	-6	140	-62%	6	140	1	66	65	0%
33	C/C=C(\C)CN1CCN(c2cccc(C)c2C)CC1	12	161	-21%	-12	161	6	95	89	8%
34	CCOC(=O)Cn1c(CN2CCOCC2)nc2c1c(=O)[nH]c(=O)n2C	22	61	nt	-22	61	8	95	86	nt
35	COc1ccc(C2C=C(c3ccc(C)cc3)Nc3ncnn32)cc1 (stereo not drawn)	-13	39	-25%	13	39	-3	76	79	25%
36	COc1ccc(S(=O)(=O)N2CCC(C(=O)Nc3cccc(C(C)=O)c3)CC2)cc1C	-4	125	4%	4	125	-19	61	80	-2%
37	Cc1csc(SCC(=O)Nc2cccc(S(=O)(=O)N3CCCC3)c2)n1	11	60	-54%	-11	60	-11	54	64	9%
38	CCc1ccc2[nH]c(=O)c(C(c3nnnn3Cc3ccccc3)N3CCOCC3)cc2c1 (stereo not drawn)	10	150	-42%	-10	150	1	70	69	4%
39	CCn1ncc2c(OCc3ccc(C#N)cc3)cc(C)nc21	-4	201	-27%	4	201	-8	84	92	1%
40	O=C(O)C1CCCCC1C(=O)NC1CCCCC1 (stereo not drawn)	0	149	-12%	0	149	-2	91	93	-4%
41	Cc1cccc2cc(CN(CC3CCCO3)S(=O)(=O)c3ccccc3)c3nnnn3c12 (stereo not drawn)	nt	nt	12%	nt	nt	17	100	83	-11%
42	CCn1c(=O)cc(SCC(=O)N(C)Cc2ccccc2)c2ccccc21	0	165	-87%	0	165	11	79	68	9%
43	COC(=O)c1ccc(C(c2c(N)n(CC(C)C)c(=O)[nH]c2=O)N2CCN(c3ccccc3)CC2)cc1 (stereo not drawn)	1	119	-81%	-1	119	-6	82	89	7%
44	O=C(NCCCN1CCc2ccccc2C1)C1CCN(S(=O)(=O)N2CCCC2)CC1	-10	129	-23%	10	129	-1	87	87	2%
45	CCOC(=O)CN1CC23C=CC(O2)C(C(=O)Nc2ccc(F)cc2)C3C1=O (stereo not drawn)	9	62	-19%	-9	62	3	99	96	2%
46	COc1ccccc1CNC(=O)c1cc2c(s1)CS(=O)(=O)C2	nt	nt	-2%	nt	nt	12	92	80	-3%
47	Cc1cc(C)c2c(-n3cccc3)c(NC(=O)OCc3ccccc3)sc2n1	6	177	4%	-6	177	nt	nt	nt	-6%
48	Cc1nc(C)c2c(c1C(F)(F)F)-c1ccccc1C2(F)F	16	163	-4%	-16	163	21	99	78	-1%
49	Cc1nc2ccc(S(=O)(=O)NCC(=O)O)cc2s1	-8	151	-6%	8	151	nt	nt	nt	-32%
50	COc1ccc(CCNC2CC(=O)N(CCc3ccccc3)C2=O)cc1 (stereo not drawn)	20	186	-85%	-20	186	27	97	70	4%
51	O=C(CSCC(=O)NC1CC1)Nc1ccccc1	nt	nt	-36%	nt	nt	8	103	95	1%
52	Cc1ccc(SCc2ccc(C(=O)NCc3ccncc3)cc2)cc1	-6	127	7%	6	127	nt	nt	nt	0%
53	O=C(NCCc1ccncc1)c1ccccc1F	10	190	8%	-10	190	1	105	104	-11%
54	O=C(N/N=C/c1ccc(-c2cccc(C(F)(F)F)c2)o1)c1cccc(F)c1	19	148	-8%	-19	148	nt	nt	nt	0%
55	Clc1ccc(C2CC(c3cccs3)n3ncnc3N2)cc1Cl (stereo not drawn)	nt	nt	-15%	nt	nt	-19	36	54	2%
56	CSc1cccc(NC(=O)C2CCCN(S(=O)(=O)c3cnc[nH]3)C2)c1 (stereo not drawn)	-10	220	-53%	10	220	2	98	97	-8%
57	O=C(Nc1cccc(C(F)(F)F)c1)c1cc2ncc(Br)cn2n1	-2	130	-25%	2	130	4	83	79	7%
58	O=c1/c(=C/c2ccccn2)sc2n1CN(c1ccccc1)CN=2	7	194	-35%	-8	194	nt	nt	nt	3%
59	Cc1ccccc1-n1c(=O)cc(NCc2ccc3c(c2)OCO3)[nH]c1=O	11	134	0%	-11	134	1	92	90	-7%
60	CC(C)Oc1nc(-c2ccccc2O)nc2ccccc12	6	93	24%	-6	93	9	96	87	-9%

# 3 of the compounds above, with two lines to a compound:
# Values run as follows: IL1B NFkB pot	IL1B NFkB pot cell count 2 µM	PLAP inhibition	NFkB transloc inh	NFkB transloc inh cell count 2 µM	MRP resist rev	MRP resist rev cytotoxicity	MRP resist rev with doxorubicin	Bcl-B displacement
[56] CSc1cccc(NC(=O)C2CCCN(S(=O)(=O)c3cnc[nH]3)C2)c1 (stereo not drawn)
→ -10	220	-53%	10	220	2	98	97	-8%
[57] O=C(Nc1cccc(C(F)(F)F)c1)c1cc2ncc(Br)cn2n1
→ -2	130	-25%	2	130	4	83	79	7%
[58] O=c1/c(=C/c2ccccn2)sc2n1CN(c1ccccc1)CN=2
→ 7	194	-35%	-8	194	nt	nt	nt	3%

# Remaining list, next part
cpd	Molecule	IL1B NFkB pot	IL1B NFkB pot cell count 2 µM	PLAP inhibition	NFkB transloc inh	NFkB transloc inh cell count 2 µM	MRP resist rev	MRP resist rev cytotoxicity	MRP resist rev with doxorubicin	Bcl-B displacement
61	Cc1nc2sccc2c(=O)n1-c1cccc(Cl)c1	-6	114	17%	6	114	nt	nt	nt	1%
62	COc1ccc(CCNc2c([N+](=O)[O-])c(=O)oc3ccccc23)cc1OC	4	147	-5%	-4	147	nt	nt	nt	-9%
63	Cc1cc(C)nc(/N=C2\NC(=O)CC(C(=O)O)N2c2ccc(Cl)cc2)n1 (stereo not drawn)	?	nt	-21%	-64	44	6	97	91	10%
64	Cc1cc(C(=O)CSc2n[nH]c(N)n2)c(C)n1-c1cccc(F)c1	8	115	-223%	-8	115	-13	76	89	-8%
65	COc1ccc(-c2ncccc2O)cc1	nt	nt	13%	nt	nt	10	91	81	-18%
66	CC(NO)/C(=N\O)c1cccs1 (stereo not drawn)	-10	47	-24%	10	47	-3	97	100	0%
67	O=C(Cc1cnn(-c2ccccc2)c1)c1ccc(O)c(O)c1O	-10	143	-98%	10	143	-4	88	92	39µM*
68	O=C(OCCN1C(=O)c2ccccc2C1=O)c1cc2ccccc2o1	45*	137*	-2%	-45	137	nt	nt	nt	-9%
69	CCOC(=O)CSc1nnc(NC(=O)c2cccc(S(=O)(=O)N3CCCCC3)c2)s1	-1	139	7%	1	139	-5	92	97	-8%
70	CCOC(=O)N1CCN(C(=O)Cc2ccc(C)cc2)CC1	2	111	18%	-2	111	-6	89	95	-5%
71	O=S(=O)(Nc1ccc(N2CCCCC2)cc1)c1cccs1	-6	192	-24%	6	192	-4	86	90	22%
72	COc1ccc(C(C)(C)C)cc1NC(=O)C1CC=CCC1C(=O)O (stereo not drawn)	-4	79	-12%	4	79	12	90	79	2%
73	O=C(NCCSCc1ccccc1)c1cc(S(=O)(=O)N2CCOCC2)ccc1F	nt	nt	-40%	nt	nt	-5	93	98	-6%
74	COCCN1C(=O)c2ccc(C(=O)Nc3nccs3)cc2C1=O	4	115	6%	-4	115	-1	90	91	-11%
75	OC(c1ccccn1)c1c[nH]c2ccccc12 (stereo not drawn)	-1	182	0%	1	182	-11	89	100	18%
76	CN1CCN(c2ccc(C(=O)c3ccc(F)cc3)cc2)CC1	4	168	-44%	-4	168	13	86	73	-11%
77	O=S(=O)(NCCOC12CC3CC(CC(C3)C1)C2)c1cccc2nsnc12	0	161	25%	0	161	-12	64	76	-11%
78	CCOC(=O)Cn1c(=O)oc2cc(S(=O)(=O)N3CCCc4ccccc43)ccc21	-1	63	-44%	1	63	12	102	91	-21%

# These rows are one share of the data (hit frequency here may not be typical).
